# T cell HTS – modulators of CD8 T cell-vesicle binding, primary screen, mouse 2C CD8+ T cells, flow cytometry; 2C CD8+ T cell-vesicle binding; active compounds read low; calls only at 7 µM; 0.068% of 330,000 active; AID 2052, 2009;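 active means response, share of CD8 T cells binding vesicles, and their 90th percentile fluorescence all below set limits, cut at about 80% in these data, passing the limit was not always enough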
#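 Read-out – percent CD8+ FL2 mean versus row control · System – murine 2C transgenic CD8+ T lymphocytes · Times – 1.5 h cell–vesicle binding at 37 °C, then 20 min icy labelling · Control set – naked vesicles low, QL9 vesicles with vehicle high · Detection – cytometric PE anti-B7-1 and Alexa647 anti-CD8 signals after 1% paraformaldehyde fixation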
# Myeloid diff MLP – induction of myeloid progenitor differentiation, primary screen, cell-based, flow cytometry, MLPCN library; ER-HoxA9 myeloid progenitors, lysozyme-GFP differentiation; calls only at 10 µM; 1% of 360,000 active; AID 624256, 2012;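 active means normalized GFP-positive differentiation at or above the plate's own cutoff, the solvent-only control mean plus 3 SD; inconclusive means no clear call, values can overlap the other calls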;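 further: cells exposed to compound for four days before flow analysis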
# Insulin prom up – insulin promoter activators in MIN6 cells, imaging, high-content screening, mouse beta cells; MIN6 insulin promoter-GFP reporter; active compounds read high; z-score at 5 µM; 0.3% of 190,000 active;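 active means z-score above 3 at 5 µM with at least 500 cells counted in the well; inconclusive means wells under 500 cells, flagged as cytotoxic or low count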
# b-catenin transl – modulators of beta-catenin nuclear translocation, primary screen, imaging, HeLa cells, immunofluorescence, high-content. nuclear translocation activity, % at 5 µM. 0.3% of 190,000 active. AID 1665, 2009;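 active means nuclear translocation activity above 50% at 5 µM, with a well cell count of 50 or more; inconclusive means wells under 50 cells across six images, flagged as toxic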;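 further: per-cell ratio of nuclear to cytoplasmic median beta-catenin stain intensity; plate controls were DMSO negative control for no effect and GSK-3 inhibitor IX positive control for full effect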
#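 Read-out: Nuclear/cytoplasmic beta-catenin signal ratio, % activation | Assay system: Human HeLa cell line | Times: 24 h compound exposure at 37°C, 5% CO2 | Signal: Fluorescence imaging of beta-catenin antibody stain plus DAPI | Dosing: 5 µM primary, 0.02–20 µM confirmation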
# WT yeast gro inh – growth inhibition of WT strain, primary screen, mitochondrial fusion inhibitor project, WT and mutant strains, chemical genetic | mitochondrial fusion phenotypic screen | inhibition, % at 10 µM | 2.1% of 190,000 active | AID 1362, 2008; in the data active means inhibition above about 58%; tested in S. cerevisiae
# Hep lipid drop – inhibitors of hepatocyte lipid droplet formation, primary screen, imaging, high-throughput imaging, BODIPY stain; AML12 mouse hepatocytes, oleate lipid droplets; inhibition, % at 6.5 µM; 0.4% of 240,000 active;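 active means lipid droplet intensity inhibited by at least 50%, with more than 500 cells counted; inconclusive means wells with under 300 cells, treated as cytotoxic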
#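 Technique: fluorescence imaging, 20x objective, two fields per well / Assay system: AML12 hepatocytes (mouse) / Measure: % inhibition of lipid droplet signal / Doses: 6.5 µM single-point dosing / Incubation: overnight exposure / Reagent: 100 µM oleic acid challenge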
# MT stabilizer – microtubule stabilizers in HeLa cells, primary screen, imaging, high-content imaging. HeLa tubulin immunostaining HCS, 24 h; share of cells brighter than vehicle mean+2SD. 0.83% of 200,000 active. % tubulin-high responders, % at 10 µM;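 active means plate Z-score above 3 for both tubulin-high and condensed-nucleus cell shares, with cell loss under 80%, at 10 µM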;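 further: anti alpha tubulin signal scored within the nucleus-defined area of each cell; some results filed as inactive read as strong as hits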
# West Nile virus CPE – West Nile virus antiviral activity, cell-based, CPE readout (AID 1621); West Nile virus-infected cells, CPE inhibition; higher % means a stronger effect; one-dose CPE inhibition, % at 10 µM; IC50 in µM for titrated hits; 0.02% of 290,000 active; in the data active means a potency from the dose series; inconclusive means CPE inhibition mostly from about 3.7% at the one dose, without a potency; inactive means the rest, 99 in 100 with CPE inhibition below about 2.2%; further: strong numbers were not always called active
# Autophagy HCS – autophagy modulators in MEF cells, primary screen, imaging, high-content, MEF GFP-LC3 | MEF GFP-LC3 puncta imaging; test concentration mostly 10 µM | calls only at 10 µM (by protocol) | 0.98% of 190,000 active;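 active means percentage of spot-positive cells more than 3 SD above its plate mean, without a fluorescence outlier flag or 80% toxicity; inconclusive means no clear call, values can overlap the other calls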;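 further: spot-positive cell cutoff set from DMSO-treated cells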
# WT yeast gro inh mutant strain – also measured in WT yeast gro inh; calls as there; inhibition, %; mitochondrial fusion phenotypic screen, mutant strain inhibition
# Insulin prom up cell count – further read-out of Insulin prom up, marked with its call; cell count; measured here: cytotoxicity, nuclei count;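 total cells summed across four imaged fields per well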
# Hep lipid drop cells 6.5 µM – also measured in Hep lipid drop; calls as there; cell count; measured here: cell count, cytotoxicity flag;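 cells counted across two imaged fields per well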
# b-catenin transl cell count 5 µM – second read-out of b-catenin transl, no call of its own (marks repeat the call); cell count; measured here: cell count, cytotoxicity flag
# T cell HTS vesicle-bound % – also measured in T cell HTS; calls as there; double positive events, %; measured here: CD8+ vesicle-bound cell fraction;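 binding gate set so that unloaded-vesicle control wells show 10% double positive cells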
# MT stabilizer Hoechst-high % – further read-out of MT stabilizer, marked with its call; % Hoechst-high responders; measured here: nuclear condensation Hoechst responders;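 share of cells brighter than vehicle mean plus two SD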
# MT stabilizer cytotoxicity % – second read-out of MT stabilizer, no call of its own (marks repeat the call); toxicity, %; measured here: cytotoxicity by cell density;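 0% = mean cell density of plate MIN control wells and 100% = no cells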
# Autophagy HCS cell loss 18 h – second read-out of Autophagy HCS, no call of its own (marks repeat the call); toxicity, %; measured here: cell loss, nuclei count;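 cell loss after 18 h compound exposure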
# Myeloid diff MLP GFP+ MAC1+ % – recorded beside Myeloid diff MLP, whose call it bears; GFP+ MAC1+ double positive, %; measured here: differentiation confirmed by MAC1 staining
# * = called active by the depositor; i = inactive; ? = inconclusive; / = no result given.
# Sample of the layout (2 entries):
SMILES,T cell HTS,T cell HTS vesicle-bound %,Myeloid diff MLP,Myeloid diff MLP GFP+ MAC1+ %,Insulin prom up,Insulin prom up cell count,b-catenin transl,b-catenin transl cell count 5 µM,WT yeast gro inh,WT yeast gro inh mutant strain,Hep lipid drop,Hep lipid drop cells 6.5 µM,MT stabilizer,MT stabilizer Hoechst-high %,MT stabilizer cytotoxicity %,West Nile virus CPE,Autophagy HCS,Autophagy HCS cell loss 18 h
O=C(CCc1nc2ccccc2c(=O)[nH]1)OCCOc1ccc(Cl)cc1,i,27.6,i,0.5,0.55,1082,-6.5,1152,-15.9,21.0,10.2,695,5.9,2.1,9.0,-0.3%,i,-5.7
CCOC(=O)c1ccc(N2C(=O)c3n[nH]c(C)c3C2c2ccccn2)cc1 (stereo not drawn),i,33.6,i,2.9,0.24,986,-0.8,1239,11.0,3.9,/,/,2.6,2.0,6.3,0.1%,/,/

# Main list, from the first entry:
SMILES,T cell HTS,T cell HTS vesicle-bound %,Myeloid diff MLP,Myeloid diff MLP GFP+ MAC1+ %,Insulin prom up,Insulin prom up cell count,b-catenin transl,b-catenin transl cell count 5 µM,WT yeast gro inh,WT yeast gro inh mutant strain,Hep lipid drop,Hep lipid drop cells 6.5 µM,MT stabilizer,MT stabilizer Hoechst-high %,MT stabilizer cytotoxicity %,West Nile virus CPE,Autophagy HCS,Autophagy HCS cell loss 18 h
O=C(CCc1nc2ccccc2c(=O)[nH]1)OCCOc1ccc(Cl)cc1,i,27.6,i,0.5,0.55,1082,-6.5,1152,-15.9,21.0,10.2,695,5.9,2.1,9.0,-0.3%,i,-5.7
CCOC(=O)c1ccc(N2C(=O)c3n[nH]c(C)c3C2c2ccccn2)cc1 (stereo not drawn),i,33.6,i,2.9,0.24,986,-0.8,1239,11.0,3.9,/,/,2.6,2.0,6.3,0.1%,/,/
COCC1CCN(C(=O)C2CCC(=O)N(Cc3ccc(Cl)cc3)C2)CC1 (stereo not drawn),i,7.7,i,5.6,/,/,/,/,/,/,12.2,715,/,/,/,-0.3%,/,/
Cc1c(-c2ccccc2)c(=O)oc2ccc(O)cc12,i,28.0,i,0.0,/,/,/,/,/,/,-22.5,689,/,/,/,-0.2%,/,/
N#Cc1ccc(-c2nc3ccccc3nc2-c2ccccc2)cc1C#N,i,47.7,i,0.4,0.89,1471,-0.7,1093,3.4,6.8,-1.1,572,3.8,3.1,6.2,-0.7%,i,1.7
COc1ccc(F)c(C2C(C#N)=C(N)Oc3n[nH]c(C(C)(C)C)c32)c1 (stereo not drawn),i,28.2,i,0.7,0.77,883,1.4,1089,13.2,16.1,13.0,752,5.2,1.4,0.9,0.3%,i,19.4
COc1ccc(NC(=O)c2cc3c(s2)CCC(C)C3)cc1S(=O)(=O)N1CCOCC1 (stereo not drawn),i,45.0,i,0.4,/,/,0.7,944,-6.0,0.8,9.3,647,4.7,1.5,1.3,-1.0%,i,4.9
CC1CCCC(C)N1/N=C/c1cc(Br)cc(Br)c1O (stereo not drawn),i,38.3,i,0.4,-0.11,1507,-0.2,1188,6.2,-4.1,-20.0,689,6.3,3.0,6.1,0.0%,i,-0.6
O=C(Nc1cccc(S(=O)(=O)N2CCCCC2)c1)c1cccs1,i,21.6,i,1.9,/,/,/,/,/,/,1.4,816,/,/,/,0.1%,/,/
COc1ccc(NC(=O)CN2CCC(Cc3ccccc3)CC2)cc1S(=O)(=O)N1CCOCC1,i,19.7,i,1.4,/,/,0.4,942,-18.6,-8.1,30.5,694,7.0,2.3,5.1,-1.0%,i,3.1
COc1ccc(C(=O)Nc2cccc3nc(C)ccc23)cc1OC,i,59.9,i,0.3,/,/,/,/,/,/,2.2,765,/,/,/,-0.2%,/,/
Cc1nc(NC(=O)c2ccccc2)sc1C,i,56.7,i,0.7,/,/,/,/,/,/,-38.7,716,/,/,/,-1.0%,/,/
Nc1cc(Cl)ccc1C(=O)OCC(=O)NC1CCS(=O)(=O)C1 (stereo not drawn),i,33.5,i,0.5,0.89,1487,-1.1,1324,-8.6,0.3,/,/,2.7,1.5,0.3,-0.2%,i,-4.2
Cc1ccc(S(=O)(=O)NNC(=O)C2COc3ccccc3O2)cc1 (stereo not drawn),i,40.2,i,0.3,0.01,1313,/,/,-11.6,14.6,?,/,3.7,1.6,7.6,-0.6%,i,-0.2
COC(=O)c1ccc(CSc2nc3ccccc3s2)o1,i,28.2,i,6.8,-0.25,1817,-0.1,1057,-10.2,2.0,-7.5,645,3.0,2.4,7.9,1.2%,i,-2.1
COc1cc(NC2c3ccccc3C(=O)N2Cc2ccccc2)cc(OC)c1OC (stereo not drawn),i,23.8,i,0.3,/,/,-1.1,1247,/,/,27.6,667,/,/,/,-0.6%,/,/
Cc1ccc(SCC(=O)N2CCc3ccccc32)cc1,i,35.7,i,0.6,0.46,1164,1.0,994,-21.6,3.2,12.3,767,1.4,1.7,4.8,-0.3%,i,0.2
CC1CN(C(=O)c2ccccc2)OC(c2ccc3c(c2)OCO3)O1 (stereo not drawn),i,53.2,i,3.2,/,/,/,/,5.0,13.6,/,/,5.9,2.9,6.0,0.2%,i,-8.6
O=C(CSc1nnnn1-c1ccc(Cl)cc1)NC(=O)Nc1ccc2c(c1)OCCO2,i,16.7,i,1.4,/,/,-2.5,559,9.5,7.0,0.8,760,2.3,1.3,7.3,0.3%,i,7.0
Cc1cc(Nc2ccccc2)nn1C(=O)c1ccc(Br)cc1,i,24.8,i,0.6,0.12,951,10.1,986,73.3,74.5,-11.8,775,1.0,1.4,18.1,0.4%,i,0.0
COC(=O)C1=C(C(=O)OC)SC(=C2C(=S)C(C)(C)N(C(=O)C(C)C)c3ccccc32)S1,/,/,i,4.7,-0.43,956,-5.2,1280,40.9,11.4,56.8*,721*,1.6,1.7,7.7,-0.4%,i,-6.0
CCOC(=O)C1CCN(S(=O)(=O)c2ccc3oc(=O)ccc3c2)CC1,i,20.2,i,0.8,/,/,/,/,/,/,3.8,847,/,/,/,0.2%,/,/
COc1ccc(Cl)cc1NC(=O)CCc1nnc2ccc(N3CCC4(CC3)OCCO4)nn12,i,38.9,i,0.5,/,/,/,/,/,/,0.2,745,/,/,/,0.3%,/,/
COc1ccc(OC)c(NC(=O)C23CC4CC(C2)CC(n2cnc(Br)n2)(C4)C3)c1,i,32.6,i,4.4,-0.54,918,-1.7,1212,7.4,12.5,-8.7,669,1.9,1.1,8.6,/,i,-8.0
O=C(NCCc1ccccc1)c1ccc2c(=O)[nH]c3c(C(=O)NCC4CCCO4)sc(=S)n3c2c1 (stereo not drawn),i,58.0,i,2.0,/,/,/,/,/,/,-0.7,689,/,/,/,1.0%,/,/
CC1CCCN(c2ccc(C(=O)Nc3nnc(C4CC4)s3)cc2[N+](=O)[O-])C1 (stereo not drawn),i,46.7,i,0.2,-0.02,1231,0.4,558,-0.1,15.4,-2.9,584,4.5,3.2,4.5,-0.3%,i,-13.0
O=[N+]([O-])c1cc(Cl)ccc1Oc1ccc(-c2nnco2)cc1,i,17.3,i,0.4,/,/,1.4,1006,4.5,-0.5,-2.6,678,2.3,1.2,2.7,-0.8%,i,28.7
COc1cccc(CNC(=O)CCCC(=O)Nc2cccc([N+](=O)[O-])c2)c1,i,48.2,i,0.7,/,/,/,/,/,/,3.9,793,/,/,/,0.2%,/,/
COc1ccc(S(=O)(=O)NCCCN2CCCC2=O)cc1OC,i,30.7,i,0.6,/,/,/,/,/,/,-9.1,828,/,/,/,-0.3%,/,/
CCC(C)NC(=O)c1ccc(CSCc2ccc(Cl)cc2)o1 (stereo not drawn),i,22.1,i,0.3,/,/,/,/,/,/,-25.6,843,/,/,/,-0.8%,/,/
CCCC(C)NC(=O)COc1ccc(S(=O)(=O)c2ccc(OCC(=O)NC(C)CCC)cc2)cc1 (stereo not drawn),i,36.1,i,0.2,1.58,1272,/,/,-6.0,22.1,-4.0,702,2.6,4.2,5.8,-0.6%,i,-4.2
O=C(N/C(=C\c1ccccc1Cl)C(=O)N1CCOCC1)c1ccc([N+](=O)[O-])cc1,i,24.8,i,0.1,-0.59,1262,-0.4,1144,-19.7,6.3,13.4,740,2.2,2.9,8.0,-0.3%,i,3.5
Cn1c(CNc2ccc(F)cc2)nc2ccccc21,i,55.8,i,0.2,/,/,/,/,/,/,2.3,867,/,/,/,-0.7%,/,/
Cn1c(CCNC(=O)c2cccs2)nnc1SCC(=O)N1CCN(c2ccccc2)CC1,i,54.2,i,2.5,-0.05,1208,/,/,-4.8,-42.0,-3.5,737,12.4,22.7,97.0,-0.7%,i,4.4
Cc1ccc(C)c2[nH]c(=O)c(CN(CC3CCCO3)C(=S)NCc3ccco3)cc12 (stereo not drawn),i,47.4,i,0.3,-0.73,1045,-0.2,1300,/,/,-3.4,764,/,/,/,0.0%,/,/
COc1ccc(NC(=O)c2cc(S(=O)(=O)N3CCc4ccccc43)cn2C)cc1,i,21.9,i,3.6,/,/,/,/,/,/,-8.6,752,/,/,/,0.0%,/,/

# An excerpt from above in order of the West Nile virus CPE value, falling:
structure | West Nile virus CPE
COc1ccc(NC(=O)c2cc(S(=O)(=O)N3CCc4ccccc43)cn2C)cc1 | 0.0%
O=C(N/C(=C\c1ccccc1Cl)C(=O)N1CCOCC1)c1ccc([N+](=O)[O-])cc1 | -0.3%
CCCC(C)NC(=O)COc1ccc(S(=O)(=O)c2ccc(OCC(=O)NC(C)CCC)cc2)cc1 (stereo not drawn) | -0.6%
